E coli growth: E. coli V3065 growth inhibition, primary screen, counter-screen for AddAB inhibitor project, absorbance, OD600; AID 449728, 2010; inhibition, % at 11.9 µM; 18 h; 330,000 compounds, 0.27% hits;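 active = inhibition above the campaign's mean inhibition across all tested compounds plus 3 SD, cut at about 9.9% in these data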;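 also: uninfected addAB+ strain grown without phage in ampicillin broth; 0% = DMSO wells and 100% = ciprofloxacin 0.95 µg/ml wells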
Tat transport: E. coli Tat export inhibitors, primary screen, MC4100, TorA-mCherry reporter, fluorescence, single point. inhibition, % at 10 µM. 340,000 compounds, 0.036% hits;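 active = mean replicate inhibition at least 50% and at least half of replicates individually reaching 50%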;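 also: exported cargo escapes ClpAP degradation while cytoplasmic cargo is degraded and loses fluorescence; 0% = median of neutral control wells and 100% = median of NaSCN control wells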
PKA-R1A act: activators of PKA-R1A holoenzyme, primary screen, biochemical, fluorescence polarization, Cy5-IP20, bovine R1A, mouse PKAc | cAMP-dependent protein kinase type I-alpha regulatory subunit (Bos taurus) + … | PKA-R1A dissociation; scaled: DMSO 0%, 113 µM cGMP 100% | activation, % at 11.4 µM | 340,000 compounds, 0.083% hits | AID 504707, 2011;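 active = percent activation above the mean of all tested compounds plus 3 SD, cut at about 19% in these data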;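 also: higher means more PKAc released from R1A so a rise in polarization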
CDK5 inh: inhibitors of human CDK5/p35 kinase, primary screen, biochemical, single concentration. 330,000 compounds, 0.01% hits. AID 488839, 2010. Cyclin-dependent kinase 5 (Homo sapiens) + Cyclin-dependent kinase 5 activator 1 (Homo …. Recombinant CDK5/p35, ADP-Glo luminescence, 60 min. inhibition, % at 10 µM;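 active = highest replicate inhibition of at least 50% and at least 75% of replicates reaching 50%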;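 also: plate controls were DMSO neutral control for no effect and GW8510 at 10 µM for full effect; many of its hits are not listed in these tables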
Target sequence (Q00535 whole entry, looked up): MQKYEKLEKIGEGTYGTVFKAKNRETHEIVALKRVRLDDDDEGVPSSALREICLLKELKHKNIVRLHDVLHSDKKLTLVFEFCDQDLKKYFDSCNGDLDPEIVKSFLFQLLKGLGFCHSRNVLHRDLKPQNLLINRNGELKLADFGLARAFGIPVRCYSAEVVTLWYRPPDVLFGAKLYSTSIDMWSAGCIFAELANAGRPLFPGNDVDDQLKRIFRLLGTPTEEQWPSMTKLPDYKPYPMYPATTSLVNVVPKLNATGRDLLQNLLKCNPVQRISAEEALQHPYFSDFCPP
Target sequence (Q15078 whole entry, looked up): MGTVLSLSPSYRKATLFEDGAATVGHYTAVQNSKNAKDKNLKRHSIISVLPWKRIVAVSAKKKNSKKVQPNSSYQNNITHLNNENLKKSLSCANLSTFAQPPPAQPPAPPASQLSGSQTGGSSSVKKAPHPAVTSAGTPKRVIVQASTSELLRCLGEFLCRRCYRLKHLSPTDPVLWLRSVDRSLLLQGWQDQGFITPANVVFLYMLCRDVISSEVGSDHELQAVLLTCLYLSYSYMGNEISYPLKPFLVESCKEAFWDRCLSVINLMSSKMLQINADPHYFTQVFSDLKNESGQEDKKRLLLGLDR
SUMO Mot1 rescue: yeast Mot1-301 growth rescue at high temperature, primary screen, SUMOylation pathway inhibitor project, S. cerevisiae, ATP luminescence, 38.5C. 320,000 compounds, 1% hits. AID 2716, 2010. growth rescue, % at 18.8 µM. S. cerevisiae Mot1-301 growth rescue; percent above DMSO median, 100 means doubled;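 active = every valid replicate shows activation above 250% relative to neutral control wells; inactive = the rest, any valid replicate at or below 250%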;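 also: OY570 slx delta 5 strain wells were the positive control but not used for scaling; some compounds called inactive have numbers as strong as hits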
HTR5A ag: HTR5A agonists in luminescence cell assay, primary screen, counter-screen for OPRM1-OPRD1 heterodimer agonist project, full-deck HTS. cell-based. activation, % at 9.3 µM. 340,000 compounds, 0.61% hits. 5-hydroxytryptamine receptor 5A (Homo sapiens), P47898; in the data active = activation mostly above about 9.5%, no sharp cut-off; inactive = mostly below about 7.6%;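 also: 0% = cells with vehicle only and 100% = reference agonist; strong numbers were not always called active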
Target sequence (P47898 whole entry, looked up): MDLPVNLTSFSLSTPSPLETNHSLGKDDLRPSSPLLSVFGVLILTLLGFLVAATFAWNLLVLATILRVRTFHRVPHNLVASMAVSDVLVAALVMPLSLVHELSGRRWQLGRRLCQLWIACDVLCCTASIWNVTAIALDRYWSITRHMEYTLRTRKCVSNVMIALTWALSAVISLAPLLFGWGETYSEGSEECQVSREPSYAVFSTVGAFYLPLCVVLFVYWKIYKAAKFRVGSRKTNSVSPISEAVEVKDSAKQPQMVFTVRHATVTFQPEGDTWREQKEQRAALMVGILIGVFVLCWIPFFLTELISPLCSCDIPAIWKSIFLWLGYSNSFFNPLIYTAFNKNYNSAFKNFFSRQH
phage Ecoli inh: growth loss of phage-infected E. coli, primary screen, RecBCD inhibitor project, absorbance, with phage, HTS | inhibition, % at 11.9 µM | 360,000 compounds, 0.26% hits; in the data active = inhibition above about 11%
PKA-R2B activ: activators of PKA-R2B holoenzyme, primary screen, biochemical, fluorescence polarization, Cy5-IP20, human. AID 504700, 2011. PKA-R2B holoenzyme dissociation; R2B truncated from residue 108, S112A mutant; 0% DMSO only, 100% 113 µM cGMP. cAMP-dependent protein kinase catalytic subunit beta (Homo sapiens) + cAMP-dependent …. activation, % at 11.4 µM. 340,000 compounds, 0.079% hits;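 active = activation above a cutoff set at the mean over all compounds plus 3 SD, cut at about 18% in these data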;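 also: higher means more holoenzyme dissociation and a rise in polarization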
DAGLB inhibitor: DAGLB lipase inhibitors, primary screen, biochemical, fluorescence, HTS | HEK293T DAGLB membrane lysate, EnzChek fluorogenic substrate | AID 504411, 2011 | Diacylglycerol lipase-beta (Homo sapiens), Q8NCG7 | inhibition, % at 5.17 µM | 340,000 compounds, 0.059% hits; in the data active = inhibition above about 34%;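 also: 0% = enzyme with vehicle and 100% = wells lacking enzyme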
AddAB inh: growth inhibition of E. coli expressing H. pylori AddAB, primary screen, AddAB inhibitor project, absorbance; inhibition, % at 11.9 µM; 330,000 compounds, 0.29% hits; AID 435030, 2010; in the data active = inhibition above about 12%;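 also: 0% = vehicle wells of infected cells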
HTR5A inv ctr: HTR5A inverse agonists in luminescence cell assay, primary screen, counter-screen for OPRM1-OPRD1 heterodimer inverse agonist project, full-deck HTS | 5-hydroxytryptamine receptor 5A (Homo sapiens), P47898 | HTR5A cell line, inverse agonism | inhibition, % at 9.3 µM | 340,000 compounds, 0.083% hits | AID 504634, 2011; in the data active = inhibition mostly above about 23%, no sharp cut-off; inactive = mostly below about 18%;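 also: 0% = cells with DMSO and 100% = no-cell wells with DMSO; some compounds called inactive have numbers as strong as hits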
Numbers without * were called inactive; . = not tested or not shown.

SMILES	E coli growth	Tat transport	PKA-R1A act	CDK5 inh	SUMO Mot1 rescue	HTR5A ag	phage Ecoli inh	PKA-R2B activ	DAGLB inhibitor	AddAB inh	HTR5A inv ctr
O=C(CCn1c2c(c3ccccc31)CCCC2)NNC(=O)c1ccccc1C(=O)O	-0.5	0.3	-11.1	0.5	2.2	-1.5	.	-1.1	-4.9	1.3	4.2
CNC(=O)c1cc(C(=O)c2ccc(F)cc2Cl)c[nH]1	-1.7	-9.7	-13.2	2.3	-1.1	-2.5	3.3	-10.6	-5.9	-1.5	8.9
Fc1cccc(Cc2noc(CN3CCN(C4CCc5ccccc5C4)CC3)n2)c1 (stereo unspecified)	-1.9	4.7	7.4	-2.7	166.7	0.7	3.4	8.3	-1.1	-0.8	9.7
O=S(=O)(NCC1CCCO1)c1cc(Br)c(Br)s1 (stereo unspecified)	0.6	3.8	-7.3	-0.1	4.0	2.4	0.8	-7.3	-3.8	3.2	-6.9
Cc1nc(Nc2ccc(F)cc2)[nH]c(=O)c1CCC(C)C	0.2	4.5	-0.6	-0.8	-32.0	-0.1	3.0	-9.9	1.0	0.1	-3.2
CCCCN(Cc1ccccc1)C(=O)C1CCCN(S(=O)(=O)c2cnc[nH]2)C1 (stereo unspecified)	1.5	-3.1	-0.2	0.4	-14.4	6.8	1.2	-12.1	0.7	6.2	-20.2
Nc1c(Br)cc(Br)c2c1-c1ccc([N+](=O)[O-])cc1C2	.	-0.2	-0.2	1.9	.	5.2	2.1	-0.4	8.3	.	-19.8
COCCCNc1oc(COc2ccc(Cl)cc2Cl)nc1C#N	1.9	8.8	3.4	0.4	0.6	-1.6	1.8	-10.0	2.0	-1.2	4.0
CCOc1ccc(N2C(=O)CN=C2Nc2ccccc2Cl)cc1	1.7	2.7	-9.0	-3.7	-2.3	-2.0	1.0	-14.1	0.9	-3.5	-14.7
O=C(NCC(c1ccco1)N1CCc2ccccc2C1)c1ccccc1Cl (stereo unspecified)	0.4	-1.9	0.1	0.5	-2.4	-9.0	1.6	-9.9	-4.5	0.9	21.9
CCOc1c(O)ccc(/C=C2\SC(=S)NC2=O)c1[N+](=O)[O-]	-2.4	-7.3	-2.2	0.2	9.6	-4.6	2.0	-3.0	18.1	0.3	12.9
COc1ccc(CCNC2=C(Cl)C(=O)N(Cc3ccccc3)C2=O)cc1OC	-3.9	5.1	6.5	-0.3	40.8	2.8	3.4	-5.4	0.8	-2.1	-7.8
O=C(N/N=C/c1cccs1)c1ccc2c(c1)OCO2	1.5	-2.4	-3.5	1.2	-5.9	-1.2	3.5	1.8	-1.2	3.8	19.3
CN(C)/C=C1\C(=O)N(c2ccc(Oc3ccccc3)cc2)CS1=O (stereo unspecified)	-0.9	15.1	4.0	0.4	.	3.3	-0.4	6.5	2.6	1.5	-7.8
CCN(CC)C(CNC(=O)c1cc(=O)[nH]c2ccccc12)c1ccccc1Cl (stereo unspecified)	-1.1	8.1	-9.1	0.1	-20.3	6.1	-0.3	3.3	0.2	-2.5	-17.2
CCOc1ccc(NC(=O)CN(C)C(=O)Cc2c(C)nc3ccccc3c2C)cc1OCC	-3.1	-1.9	-10.3	0.9	1.1	1.4	4.0	-4.8	-0.6	-0.1	11.6
COc1ccc(NC(=O)CCCN2C(=O)C(c3ccccc3)Oc3cccnc32)c(OC)c1 (stereo unspecified)	1.4	-3.1	-6.0	.	339.0*	1.0	-1.8	-5.7	-1.6	4.7	7.0
Nc1nonc1C(=O)N1CCCC1	0.1	3.5	6.3	0.9	-13.0	4.1	3.0	0.4	-1.0	-0.2	-9.8
COc1ccccc1CCNC(=O)NC1CCCCC1	-0.8	1.4	8.7	-4.1	1.0	-2.5	1.7	5.1	-2.0	-0.5	6.4
Cc1ccc(OCC(O)CN2CCN(CC(O)COc3ccc(C)cc3Cl)CC2)c(Cl)c1 (stereo unspecified)	3.2	-7.6	8.8	-2.2	19.2	-2.4	0.7	9.7	1.3	2.5	-10.1
Cc1nn(-c2ccccc2)c(N2CCCC2)c1/C=N/NC(=O)c1cc(-c2ccccn2)nc2ccccc12	-0.3	-3.7	-10.8	-1.5	-8.7	6.6	3.4	-5.2	0.3	-0.2	-2.4
CCOC(=O)Nc1ccc2nc3n(c(=O)c2c1)CCCCC3	2.2	-11.0	5.2	-4.0	205.9	4.0	-2.1	-12.4	-0.7	2.3	0.4
C=CCN1C(=O)CS/C1=N\N=C\c1cccc([N+](=O)[O-])c1	-2.5	-13.8	-3.3	-4.9	-2.7	1.7	3.7	4.7	0.1	0.1	-4.8
Cc1ccccc1-n1nc(C)c2cc(C(=O)NC3CC3)sc21	2.0	-2.9	11.4	0.2	18.2	-3.4	1.1	-4.5	-1.4	7.0	16.0
COc1ccc(CN2C(=O)CN(C3CCCCCC3)C(=O)C2c2ccc(OC)c(OC)c2)cc1 (stereo unspecified)	1.6	-5.4	-11.1	-0.6	.	3.3	2.1	-19.6	-2.9	-0.7	19.6
Cc1csc(NC(=O)CSc2nnc(-c3cccs3)n2C)n1	1.2	-1.2	-1.1	-2.8	-8.4	-0.8	5.3	5.5	1.0	2.8	-1.9
CN(C(=O)COC(=O)c1ccc(NS(=O)(=O)c2cccs2)cc1)C1CCCCC1	-3.3	3.0	-12.5	-1.0	3.6	2.2	2.1	1.5	0.7	3.8	18.3
Cc1ccccc1N=Nc1ccc(O)c2ncccc12	-3.1	0.5	-13.8	-0.7	-1.6	-0.4	4.3	0.2	2.2	-2.4	1.1
Cn1nnnc1Sc1ncnc2scc(-c3ccccc3Br)c12	1.8	4.4	-2.8	1.5	-7.1	-4.1	1.3	-4.6	2.8	0.5	-11.7
COC(=O)c1c(C)[nH]c(C(=O)CSc2ccc(Cl)cc2)c1C	1.2	-9.7	-4.6	1.0	-9.4	10.2	1.2	-1.6	-6.7	2.9	-22.4
CCOc1ccc(-c2noc(CCCC(=O)NC3CCCC3)n2)cc1OC	2.0	9.1	1.0	0.1	-9.0	-5.0	2.7	7.9	0.5	0.3	-6.0
O=C(CN1C(=O)NC2(CCCC2)C1=O)Nc1ccc(Cl)cc1F	2.5	-3.0	9.0	0.9	21.7	0.6	-1.7	6.5	-2.6	2.0	-1.3
COc1cc2c(cc1NC(=O)COCC(=O)O)oc1ccccc12	.	-6.2	9.1	0.1	-29.0	-0.4	0.9	1.1	-2.6	.	1.3
COc1ccc(N2CCc3c(C)nc4c(OC)cc(OC)cc4c32)c(OC)c1	-3.5	-5.7	-0.8	0.5	37.5	-5.7	1.9	5.3	5.0	1.6	6.5
CCOC(=O)C1CCCCN1Cc1cccc(C(F)(F)F)c1 (stereo unspecified)	0.3	1.3	-2.5	-0.3	7.6	-1.8	2.1	5.8	-1.3	0.9	-9.7
Cc1ccccc1-n1nc2c(c1NC(=O)c1cc3ccccc3oc1=O)CS(=O)C2 (stereo unspecified)	-2.5	4.2	1.5	-0.3	-1.2	-1.0	.	-9.5	-4.2	-1.5	12.6
O=C(/C=C/c1cccs1)c1cc(F)ccc1OC(=O)N1CCOCC1	-0.8	8.2	-6.3	-2.7	-1.1	2.1	1.9	-0.8	2.5	-1.2	9.4
O=C(CCCN1C(=O)c2ccccc2C1=O)NCc1ccco1	-2.9	0.5	2.2	0.4	6.6	-1.6	0.6	2.4	-0.1	3.6	11.8
C/C(=N\NC(=O)c1ccc(O)cc1)c1ccc2c(c1)Nc1ccccc1S2	-1.9	4.4	-0.8	0.1	32.3	-1.4	7.8	-4.4	8.2	-0.7	3.9
Cc1cccc(-c2csc(N)c2C(=O)OC(C)C)c1	-1.1	0.7	-0.3	-0.6	-5.1	-1.6	2.2	-0.2	-5.8	1.8	-10.3
Cc1ccc(-c2cc(Cc3ccncc3)c(=O)[nH]n2)cc1	-4.0	3.9	.	-0.6	-11.0	.	-3.5	.	.	-3.5	.
Cc1csc(NC(=O)c2c(O)c3c(n(CC(C)C)c2=O)CCCC3)n1	-0.2	19.2	-8.3	-2.8	14.9	11.4*	.	4.2	-1.3	-0.2	-15.3
CN1C(=O)/C(=C\c2ccc(N(C)C)cc2)OC1=S	.	10.3	-6.8	0.7	-16.4	0.2	2.4	2.6	-94.2	.	-0.6
CCO[C@H]1OC(C(=O)N2CCN(C)CC2)=C[C@@H](c2coc3ccccc3c2=O)[C@@H]1CCCO	-1.9	-8.2	4.8	-1.2	8.0	9.2	2.9	-2.8	0.8	-1.3	11.6
CC(=O)NC(C)C(=O)OCC(=O)c1ccc(-c2ccccc2)cc1 (stereo unspecified)	2.3	-4.2	-11.2	-0.2	-1.8	-3.7	0.0	-0.1	2.3	-2.2	10.3
COCCNC(=O)c1cccc(OC2CCN(Cc3ccc(OC(F)F)cc3)CC2)c1	0.9	0.0	-2.8	0.3	-6.6	-1.1	2.1	3.9	-1.8	4.8	4.2
COc1ccc(CNC(=O)C(OC(=O)c2nsc(Cl)c2Cl)C(C)C)cc1 (stereo unspecified)	2.6	-5.3	0.8	-0.6	12.0	-6.9	2.3	4.8	0.2	5.1	17.0
COc1ccc(C2C(=O)c3ccccc3C2=O)c(OC)c1	-2.7	0.7	1.5	-1.0	345.0	-3.5	2.2	-1.6	-0.8	-1.0	2.9
O=C(CSc1nnc2ccccn12)Nc1nsc(-c2ccccc2)n1	-1.2	1.8	-6.4	-2.0	4.2	-0.6	5.6	-5.0	-1.0	2.6	-6.5

An excerpt from above, showing only phage Ecoli inh, DAGLB inhibitor and PKA-R2B activ.
smiles,phage Ecoli inh,DAGLB inhibitor,PKA-R2B activ
COc1ccc(CN2C(=O)CN(C3CCCCCC3)C(=O)C2c2ccc(OC)c(OC)c2)cc1 (stereo unspecified),2.1,-2.9,-19.6
O=C(CCn1c2c(c3ccccc31)CCCC2)NNC(=O)c1ccccc1C(=O)O,.,-4.9,-1.1
Cc1csc(NC(=O)CSc2nnc(-c3cccs3)n2C)n1,5.3,1.0,5.5
